Bim-Mcl-1: disrupts Bim peptide binding to human Mcl-1; Bead-based flow cytometry, Bim peptide-Mcl-1 binding; 0.1% of 190,000 active; AID 1009; Q07820; inhibition, % at 10 µM; in the data active = inhibition above about 40%;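 also: 0% = no compound tracer wells and 100% = peptide blocker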
Target sequence (Q07820 whole entry, looked up): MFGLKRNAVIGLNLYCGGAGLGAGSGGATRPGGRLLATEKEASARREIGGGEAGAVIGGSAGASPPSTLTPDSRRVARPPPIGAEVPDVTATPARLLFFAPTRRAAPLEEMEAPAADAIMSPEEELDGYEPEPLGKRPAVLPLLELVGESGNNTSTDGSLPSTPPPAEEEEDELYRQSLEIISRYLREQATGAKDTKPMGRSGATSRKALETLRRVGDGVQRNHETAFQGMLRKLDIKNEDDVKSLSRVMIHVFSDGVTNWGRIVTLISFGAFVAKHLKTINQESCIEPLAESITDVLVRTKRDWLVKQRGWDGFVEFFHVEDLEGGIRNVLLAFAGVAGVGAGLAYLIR
RGS4-Gao reg: human RGS4-Galphao interaction regulation; P09471; Multiplexed bead flow cytometry, RGS4-Galphao binding; actives lie on both sides; binding response (% of control), % at 10 µM; 0.33% of 220,000 active; in the data active = binding response below about 49% or above about 150%; inactive = in between;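 also: fluorescent Galphao activated with aluminum fluoride binding bead-coupled RGS4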
GSH fluor: compound fluoresces at 488/530 nm on GSH beads | 0.25% of 190,000 active | GSH beads flow cytometry, compound fluorescence 488/530 nm; active compounds read high | AID 1776 | fluorescence (KMESF) at 10 µM; in the data active = fluorescence above about 89;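 also: glutathione beads carrying GST-tagged Bcl family fusion proteins plus one bare bead set; values are compound well signal with DMSO vehicle wells as background; inactives centre near 16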
RGS8-Gao reg: regulators of human RGS8-Galphao interaction | 0.34% of 220,000 active | response (percent of control binding), % at 10 µM | multiplexed bead flow cytometry, RGS8-Galphao binding; actives lie on both sides | AID 1423; in the data active = response below about 60% or above about 140%; inactive = in between;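 also: Galphao activated as the GDP aluminium fluoride complex binding bead-coupled RGS8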
Mcl1 Bid PPI: Mcl-1/Bid interaction inhibition | inhibition, % at 21.7 µM | TR-FRET Mcl-1/Bid-Dy647 peptide binding, 1536-well | 0.97% of 220,000 active | Q07820 | AID 1021;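 active = compounds that cut the binding signal by more than half at the single screening dose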;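 also: His-tagged Mcl-1 with europium anti-His antibody binding Bid BH3 peptide; 0% = Mcl-1 plus peptide wells and 100% = peptide-only wells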
ABCG2 block: human ABCG2 inhibition, ABCB1 as counter-screen | IgMXP3 cells, JC-1 efflux, flow cytometry | inhibition, % at 6.6 µM | 0.1% of 190,000 active;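 active = inhibition above 80%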;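 also: 0% = DMSO and 100% = nicardipine control wells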
Target sequence (Q9UNQ0 whole entry, looked up): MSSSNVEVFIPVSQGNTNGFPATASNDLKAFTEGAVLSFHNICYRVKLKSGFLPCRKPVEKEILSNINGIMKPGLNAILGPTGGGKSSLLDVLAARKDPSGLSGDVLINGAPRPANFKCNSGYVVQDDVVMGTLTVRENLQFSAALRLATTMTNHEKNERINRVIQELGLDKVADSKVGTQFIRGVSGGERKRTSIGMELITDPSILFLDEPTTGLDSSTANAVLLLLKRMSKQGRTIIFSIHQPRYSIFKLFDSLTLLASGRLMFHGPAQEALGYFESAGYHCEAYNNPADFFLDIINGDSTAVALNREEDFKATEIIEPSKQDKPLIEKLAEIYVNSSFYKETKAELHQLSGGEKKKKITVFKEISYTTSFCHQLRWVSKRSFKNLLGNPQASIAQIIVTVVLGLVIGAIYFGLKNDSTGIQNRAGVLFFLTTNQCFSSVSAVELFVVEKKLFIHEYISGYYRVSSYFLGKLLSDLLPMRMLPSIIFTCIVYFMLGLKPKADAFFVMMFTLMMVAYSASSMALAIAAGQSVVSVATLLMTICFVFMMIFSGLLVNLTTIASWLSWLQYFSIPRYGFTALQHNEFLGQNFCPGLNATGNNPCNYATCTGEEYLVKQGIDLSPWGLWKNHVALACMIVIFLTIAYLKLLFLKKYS
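material = IgMXP3 (ABCG2) plus far-red-tagged CCRF-Adr (ABCB1) cells | amount = 3 million cells/mL, equal mix of both lines | also added = JC-1 transporter substrate | dosing = one concentration, 6.6 µM final | schedule = 10 min at 25 °C | measured by = flow cytometric JC-1 green MFI at 530 nm | read-out basis = percent efflux inhibition, scaled nicardipine 100% to DMSO 0%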
Pf gametocyte: inhibitors of late stage P. falciparum gametocyte viability; P. falciparum stage V gametocytes, ATP luminescence, 24 h; inhibition, % at 10.9 µM; 0.065% of 150,000 active;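 active = inhibition above the mean plus 3 SD of compounds within the control limits, set per campaign, cut at about 38% in these data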;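 also: 0% = DMSO wells and 100% = medium only without gametocytes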
ABCB1 inh: blocks JC-1 efflux by human ABCB1 transporter. inhibition, % at 6.6 µM. CCRF-Adr cells, flow cytometry. P08183. 0.067% of 190,000 active. AID 1326; in the data active = inhibition above about 40%;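 also: 0% = vehicle and 100% = reference inhibitor; higher value means more JC-1 retained so stronger ABCB1 efflux block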
RGS7-Gao reg: regulators of human RGS7-Galphao interaction; 0.35% of 220,000 active; P09471; AID 1439; binding response (% of control), % at 10 µM; Multiplexed bead flow cytometry, RGS7-Galphao binding; actives lie on both sides; in the data active = binding response below about 49% or above about 150%; inconclusive = no clear call, values can overlap the other calls; inactive = in between;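 also: fluorescent Galphao held in activated GDP-AlF4 state binding bead-coupled RGS7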
Avidin fluor: compound fluoresces at 488/530 nm on avidin beads; 0.38% of 220,000 active; compound fluorescence 488/530 nm, flow cytometry; active compounds read high; fluorescence (KMESF) at 10 µM; in the data active = fluorescence above about 47; also: inactives centre near 10
Mcl1 Noxa PPI: Mcl-1/Noxa interaction inhibition. Q07820. TR-FRET Mcl-1/Noxa peptide binding, 2 h. inhibition, % at 21.7 µM. 1.5% of 220,000 active. AID 1022;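 active = compounds that cut the protein-peptide binding signal by more than 50% relative to plate controls in a single-dose test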;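 also: His-tagged Mcl-1 with rhodamine Noxa BH3 peptide and terbium anti-His antibody; 0% = Mcl-1 plus Noxa peptide wells and 100% = peptide-only wells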
Active calls of the source: *; ? = inconclusive; · = not tested or not shown. Compounds as they come; about 3.3% have a hit in one of these screens.

SMILES	Bim-Mcl-1	RGS4-Gao reg	GSH fluor	RGS8-Gao reg	Mcl1 Bid PPI	ABCG2 block	Pf gametocyte	ABCB1 inh	RGS7-Gao reg	Avidin fluor	Mcl1 Noxa PPI
CCOc1cc(C(=S)N2CCOCC2)ccc1OS(=O)(=O)c1ccc(NC(C)=O)cc1	-1	108	11	103	-62	1	·	0.1	114	18	7
FC(F)Oc1ccccc1NC(=S)Nc1cccnc1	0	100	31	99	-49	2	15	1.0	104	32	-1
CCOc1ccc(OCc2cccc(C(=O)Nc3ccc(CN4CCCCC4)cc3)c2)cc1	-4	102	6	104	-30	9	20	1.9	101	2	17
Cc1nn(C(C)C(=O)NNC(=S)Nc2ccc(Cl)cc2)c(C)c1[N+](=O)[O-] (centres undefined)	-4	102	11	92	-55	-3	-12	-1.0	104	5	-2
NC(=O)CC1SC(N)=NC1=O (centres undefined)	1	104	10	102	-56	0	-1	0.1	103	18	-4
Cc1cccc2nc(CSc3nncn3-c3ccccc3)cn12	-2	99	17	101	-3	6	·	1.6	100	34	13
CCOC(=O)c1cc(-c2ccc(F)cc2)n(CC(=O)NC(C)CC)c1C (centres undefined)	0	99	16	94	-20	2	-24	0.6	113	33	-1
O=C(Nc1ccc(Br)cc1)Nc1ccccc1F	-3	100	17	103	-15	2	-19	0.1	99	7	14
CNc1nc(C)c(C#N)cc1C(C)=O	1	95	54	101	-16	10	·	0.0	97	9	-2
COC(=O)CCC(=O)OC1(C)C(=O)C=C2C=C(C3CC3)N(Cc3ccco3)C=C2C1=O (centres undefined)	·	99	·	99	-97	·	·	·	?	8	30
COc1ccc(CNC(=O)c2cccc(N3CCCC3=O)c2)cc1	2	103	10	99	-7	4	·	0.3	100	13	-7
CCC(=O)NC(=S)N1CCN(c2ccc([N+](=O)[O-])cc2Cl)CC1	-5	105	14	104	-43	7	15	0.5	105	13	12
COCCCN(C(=S)Nc1c(C)cc(C)cc1C)C(C)c1ccccn1 (centres undefined)	-5	98	7	102	-18	5	12	0.9	107	7	21
COc1ccc2cc(C(N)=O)c(=Nc3ccccc3)oc2c1	3	90	17	97	-17	3	-18	0.1	97	10	-9
CC1=C(C(=O)NCc2ccccc2)C(c2cccs2)n2ncnc2N1 (centres undefined)	-1	69	4	79	-18	1	·	0.4	81	3	12
CN1CC(=O)N(CC(=O)Nc2cc(Cl)cc(Cl)c2)C1=O	0	106	10	103	-16	4	-2	1.7	?	12	-12
O=C(Cn1nnc2ccccc21)NNC(=S)NC1CCCCC1	-1	102	16	102	-82	0	8	0.0	102	10	-15
COCCNC(=O)c1c[nH]c2ccc(S(=O)(=O)N3CCc4ccccc43)cc2c1=O	-3	93	15	100	-25	-1	11	-0.5	96	6	26
O=S(=O)(Cc1ccccc1)Nc1ccc(S(=O)(=O)NCC2CCCO2)cc1 (centres undefined)	0	102	21	100	0	0	·	0.0	100	18	-5
Cc1ccc(NS(=O)(=O)c2ccc3c(c2)NC(=O)CC(=O)N3)cc1C	3	99	26	98	-15	2	-5	0.6	111	58*	8
CCCCN(CCCC)S(=O)(=O)c1ccc(NC(=O)c2ccc([N+](=O)[O-])cc2Cl)cc1	1	113	10	134	-10	·	14	·	116	15	18
COc1ccc(F)cc1S(=O)(=O)Nc1ccc2c(c1)OCCO2	-1	103	20	102	-19	1	·	0.6	99	6	20
Cc1ccc(S(=O)(=O)N=Nc2c(O)[nH]c3ccccc23)cc1C	-4	105	10	102	-6	2	·	0.6	104	9	9
Cc1cc(C)nc(NC(=O)CCC2CCCC2)c1	-2	100	19	101	-5	7	·	0.5	101	6	-8
C=CCOC(=O)C1=C(C)NC(SCC)=C(C#N)C1c1ccc(Cl)cc1 (centres undefined)	0	94	29	97	-24	2	-14	-3.8	92	13	21

A different layout for 9 compounds above.
SMILES | Bim-Mcl-1 | RGS4-Gao reg | GSH fluor | RGS8-Gao reg | Mcl1 Bid PPI | ABCG2 block | Pf gametocyte | ABCB1 inh | RGS7-Gao reg | Avidin fluor | Mcl1 Noxa PPI
COCCCN(C(=S)Nc1c(C)cc(C)cc1C)C(C)c1ccccn1 (centres undefined) | -5 | 98 | 7 | 102 | -18 | 5 | 12 | 0.9 | 107 | 7 | 21
COc1ccc2cc(C(N)=O)c(=Nc3ccccc3)oc2c1 | 3 | 90 | 17 | 97 | -17 | 3 | -18 | 0.1 | 97 | 10 | -9
CC1=C(C(=O)NCc2ccccc2)C(c2cccs2)n2ncnc2N1 (centres undefined) | -1 | 69 | 4 | 79 | -18 | 1 | · | 0.4 | 81 | 3 | 12
CN1CC(=O)N(CC(=O)Nc2cc(Cl)cc(Cl)c2)C1=O | 0 | 106 | 10 | 103 | -16 | 4 | -2 | 1.7 | ? | 12 | -12
O=C(Cn1nnc2ccccc21)NNC(=S)NC1CCCCC1 | -1 | 102 | 16 | 102 | -82 | 0 | 8 | 0.0 | 102 | 10 | -15
COCCNC(=O)c1c[nH]c2ccc(S(=O)(=O)N3CCc4ccccc43)cc2c1=O | -3 | 93 | 15 | 100 | -25 | -1 | 11 | -0.5 | 96 | 6 | 26
O=S(=O)(Cc1ccccc1)Nc1ccc(S(=O)(=O)NCC2CCCO2)cc1 (centres undefined) | 0 | 102 | 21 | 100 | 0 | 0 | · | 0.0 | 100 | 18 | -5
Cc1ccc(NS(=O)(=O)c2ccc3c(c2)NC(=O)CC(=O)N3)cc1C | 3 | 99 | 26 | 98 | -15 | 2 | -5 | 0.6 | 111 | 58* | 8
CCCCN(CCCC)S(=O)(=O)c1ccc(NC(=O)c2ccc([N+](=O)[O-])cc2Cl)cc1 | 1 | 113 | 10 | 134 | -10 | · | 14 | · | 116 | 15 | 18

The results go on:
SMILES	Bim-Mcl-1	RGS4-Gao reg	GSH fluor	RGS8-Gao reg	Mcl1 Bid PPI	ABCG2 block	Pf gametocyte	ABCB1 inh	RGS7-Gao reg	Avidin fluor	Mcl1 Noxa PPI
Cc1cnn2c(C3CC3)ccnc12	0	97	11	97	-8	4	-3	0.5	99	21	0
CCN(CC)C(=O)C1CCN(S(=O)(=O)c2ccc3oc4ccccc4c3c2)CC1	-4	99	16	99	0	6	·	1.6	98	10	13
S=c1[nH]nc(-c2ccncc2)n1Cc1ccccc1	-3	101	15	102	1	7	·	1.0	108	7	17
COc1cc(OC)cc(C(=O)NCC2CCCO2)c1 (centres undefined)	-2	100	23	100	-23	9	15	0.6	99	26	9
CC1=C(C(=O)Nc2ccccc2)C(c2ccc(C)o2)n2c(s/c(=C\c3ccco3)c2=O)=N1 (centres undefined)	-6	106	14	105	-20	3	·	5.5	104	7	30
CC(=O)NCCC(=O)Nc1cccc(S(=O)(=O)N(C)c2ccccc2)c1	-2	101	10	104	-20	2	-12	1.1	100	16	19
N/C(Cc1cccs1)=N\OC(=O)COc1ccc(Br)cc1Cl	-5	103	29	100	-20	9	18	1.3	99	17	4
CN(C)S(=O)(=O)Oc1ccc(C(=O)Nc2ccc([N+](=O)[O-])cc2)cc1	-3	111	12	107	0	6	-1	0.5	?	11	12
COc1ccc(CCNC(=O)C2CCN(S(=O)(=O)N3CCC4(CC3)OCCO4)CC2)cc1OC	-2	105	22	104	-5	-1	5	-1.1	105	12	-3
O=C(c1ccc(C(F)(F)F)cc1)C1CCCN(C(=O)CN2C(=O)CSC2=O)C1 (centres undefined)	0	109	13	103	-63	2	5	2.7	112	9	9
COc1cc(C(=O)NC(=S)N(C)Cc2ccccc2)cc(OC)c1OC	2	99	13	100	-8	7	8	0.6	97	11	13
CN(C)c1nc(N)nc(/C(C#N)=C/C2CC3C=CC2C3)n1 (centres undefined)	-1	101	16	97	-8	2	·	0.1	101	8	7
Clc1ccc(-c2nnc3sc(-c4ccc(Br)o4)nn23)c(Cl)c1	-3	97	15	99	-24	2	·	0.1	96	31	2
CN(C)N1C(=O)CC(N2CCCCC2)C1=O (centres undefined)	0	103	24	100	-14	18	-5	1.2	101	9	-2
CCN(CC)c1ccc(C(=S)N2CCN(c3ccccc3)CC2)cc1	-5	103	22	101	-32	1	·	0.2	105	36	5
CCCS(=O)(=O)N1CCN(Cc2ccccc2C(F)(F)F)CC1	-5	105	12	100	38	3	·	0.3	103	7	29
O=C(CCCN1CCC(c2ccccc2)C1)c1ccc2c(c1)OCCO2 (centres undefined)	0	104	24	105	-7	2	·	1.6	106	18	23
CN1/C(=C\C(=O)COC(=O)Cn2nnc(-c3ccccc3)n2)C(C)(C)c2ccccc21	-2	99	15	100	-103	4	·	0.9	100	32	-17
O=S(=O)(NCCc1ccccc1)c1cccc(S(=O)(=O)N2CCOCC2)c1	-5	104	20	100	0	0	-28	0.1	102	28	-15
Cc1ccc2nc(SCc3nnc(-c4ccccc4Br)o3)[nH]c2c1	-5	102	16	103	-14	0	·	0.0	104	36	10
C=CCn1cc(-c2cccc(Cl)c2)cc(C#N)c1=O	-4	97	12	101	8	4	·	0.1	104	8	7
COc1ccc(Cn2c(=O)sc3ccccc3c2=O)cc1	-3	100	15	97	7	5	-1	0.5	100	13	21
CSc1ccccc1C(=O)Nc1cc([N+](=O)[O-])ccc1C	-3	94	15	96	-85	26	·	0.6	?	10	8
Cc1nnc(SCc2cccc(Cl)c2)n(N)c1=O	1	99	20	100	-11	12	20	0.2	101	6	9
Cc1ccc(Cn2nnc3c(=O)[nH]c(C4CCN(C(=O)c5cccs5)CC4)nc32)cc1	1	105	14	101	-2	4	-16	0.6	98	10	11

The list continues:
SMILES	Bim-Mcl-1	RGS4-Gao reg	GSH fluor	RGS8-Gao reg	Mcl1 Bid PPI	ABCG2 block	Pf gametocyte	ABCB1 inh	RGS7-Gao reg	Avidin fluor	Mcl1 Noxa PPI
Cc1ccc2c(c1)c1c(n2CC(O)CNC2CCCC2)CCCC1 (centres undefined)	·	103	·	103	-61	·	18	·	?	7	6
COc1cc(/C=N/NC(=O)Cn2nnc3ccccc32)ccc1O	3	104	6	107	-29	3	·	-0.1	103	24	-2
N=C(N)N1CCN(Cc2ccccc2)CC1	-5	102	13	102	-27	3	·	0.6	103	9	16
COc1ccccc1N1CCN(C(=O)CSc2nc3ccccc3o2)CC1	-2	103	18	101	-86	7	·	1.1	101	7	-42
COc1ccc(C(Nc2cccc([N+](=O)[O-])c2)P(=O)(OC(C)C)OC(C)C)cc1 (centres undefined)	·	101	·	101	-14	·	9	·	?	9	5
O=C(Nc1ccccc1Cl)c1ccccc1Oc1ccc(C(F)(F)F)cc1[N+](=O)[O-]	0	104	16	103	12	8	-7	4.1	103	20	4
CCCCN(CC)S(=O)(=O)N1CCC(C(=O)NCc2ccc(F)cc2)CC1	0	93	25	98	-26	5	2	1.2	92	12	-6
CCc1cc2c(SCC(=O)Nc3cc(C)on3)ncnc2s1	-1	101	64	101	-3	5	·	0.5	106	9	7
O=C(Nc1ccn(Cc2ccccc2)n1)c1ccc(F)cc1	-1	102	16	100	-15	41	-16	0.6	?	11	14
